D2 ag = HTS Assay for Allosteric Agonists of the Human D2 Dopamine Receptor: Primary Screen for Agonists | HEK293 T-REx D2 cells, calcium flux agonist mode | 0.53% of 340,000 active | D(2) dopamine receptor (Homo sapiens), P14416 | activation, % at 2 µM | AID 485358, 2010;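 active = activation over 3 SD above normal in the single-dose calcium agonist read, cut at about 30% in these data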; note: 0% is about no effect
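Agonism scored from kinetic calcium signal (1 read/sec, 180 s) following compound pin transfer, after a 10 s baseline. Cells: HEK293 Trex line expressing inducible D2 receptor coupled to calcium, dye-loaded after overnight culture at 30 C.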
D1 antag = Antagonist of Human D 1 Dopamine Receptor: qHTS; 3.2% of 360,000 active; HEK293 TREx D1 cells, calcium flux, dopamine EC80; hits give low values; activity change, negative = inhibition, % at 10 µM; D(1A) dopamine receptor (Homo sapiens), P21728; in the data active = activity change below about -30%; note: % is set by controls: 0 for no effect and ±100 for the full control effect
Target sequence (P21728 whole entry, looked up): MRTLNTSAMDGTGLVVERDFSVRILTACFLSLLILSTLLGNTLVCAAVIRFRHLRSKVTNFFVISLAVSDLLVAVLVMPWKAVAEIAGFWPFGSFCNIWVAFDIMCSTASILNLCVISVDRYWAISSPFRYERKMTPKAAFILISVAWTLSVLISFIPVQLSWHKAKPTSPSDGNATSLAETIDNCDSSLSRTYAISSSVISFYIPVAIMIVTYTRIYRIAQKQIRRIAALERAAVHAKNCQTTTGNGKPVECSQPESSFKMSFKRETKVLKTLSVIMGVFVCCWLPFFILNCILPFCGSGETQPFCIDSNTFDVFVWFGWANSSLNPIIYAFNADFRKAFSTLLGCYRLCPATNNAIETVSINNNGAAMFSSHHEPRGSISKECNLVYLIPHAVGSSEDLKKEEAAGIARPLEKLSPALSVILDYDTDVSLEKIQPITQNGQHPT
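Compound effects on dopamine-evoked calcium signalling were measured in tetracycline-induced HEK293 Trex D1 cells. Dopamine at EC80 followed a 180 s compound pre-read, and fluorescence was tracked kinetically for 180 s more.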
D2 antag = HTS Assay for Allosteric Antagonists of the Human D2 Dopamine Receptor: Primary Screen for Antagonists; D(2) dopamine receptor (Homo sapiens), P14416; HEK293 TREx D2 cells, calcium flux, dopamine EC80; inhibition, % at 10 µM; 2% of 340,000 active; AID 485344, 2010; in the data active = inhibition above about 30%; note: 0% is about no effect
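Dopamine at EC80 is the agonist stimulus; test compounds precede it by 180 s. Calcium flux read kinetically in a force-coupled, inducible HEK293 T-REx D2 cell line.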
D1 ag = Allosteric Agonists of the Human D1 Dopamine Receptor: qHTS; HEK293 T-REx D1 cells, calcium flux, agonist mode; 1% of 360,000 active; D(1A) dopamine receptor (Homo sapiens), P21728; activation, % at 2 µM; in the data active = activation above about 30%; note: 0% is about no effect
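Agonism was scored from calcium flux recorded over 180 s (1 read/s) after pintool compound addition, following a 10-cycle baseline. Cells were inducible force-coupled HEK293 TREx D1, plated overnight at 30 C and loaded with no-wash calcium dye.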
RXFP1 ag = qHTS Assay for Agonists of the Relaxin Receptor RXFP1; Relaxin receptor 1 (Homo sapiens), Q9HBX9; HEK293T-RXFP1 cAMP TR-FRET, 30 min; response scale: percent of porcine relaxin response, buffer zero; Potency, µM (highest dose often 57.5 µM), for inactives: at the top dose activation, most hits filed as activators; 0.3% of 370,000 active; AID 2676, 2010; active = well fitted activation curve with a large enough effect; inconclusive = small, poorly fitted or top-dose-only effect; note: potency is the fitted concentration of half-maximal effect; % is set by controls: 0 for no effect and ±100 for the full control effect; nearly all actives have a fitted effect of over 60% in size; many of its hits are not listed in these tables
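cAMP rise read by TR-FRET after 30 min, 37C compound exposure (up to 58 uM) in RXFP1-transfected HEK293 cells with Ro 20174 present. EC50 from Hill-equation fits, with 29 nM porcine relaxin as 100% and buffer as basal.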
TRHR PAM = qHTS for Small Molecule Agonists and Allosteric Enhancers of Human TRH Receptor: Primary Screen for Enhancers. TRHR cells, fluo-8 calcium fluorescence, EC20 TRH enhancement. enhancement, % at 2 µM. Thyrotropin-releasing hormone receptor (Homo sapiens), P34981. 0.66% of 360,000 active; in the data active = enhancement above about 30%; note: 0% is about no effect
Target sequence (P34981 whole entry, looked up): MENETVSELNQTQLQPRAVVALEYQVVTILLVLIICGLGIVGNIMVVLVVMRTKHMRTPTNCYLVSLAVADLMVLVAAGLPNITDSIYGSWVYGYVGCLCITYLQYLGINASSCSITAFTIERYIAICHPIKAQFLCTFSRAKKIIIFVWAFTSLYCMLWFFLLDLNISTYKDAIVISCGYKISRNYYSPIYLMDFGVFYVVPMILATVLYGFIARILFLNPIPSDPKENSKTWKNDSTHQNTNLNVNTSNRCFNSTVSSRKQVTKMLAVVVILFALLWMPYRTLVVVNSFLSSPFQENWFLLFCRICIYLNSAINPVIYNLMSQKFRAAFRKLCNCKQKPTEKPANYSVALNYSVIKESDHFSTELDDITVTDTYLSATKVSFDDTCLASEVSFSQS
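Enhancer read-out: after compound pinning and an initial kinetic agonist-mode read, an EC20 of TRH (10 nM final) was injected and fluo-8 calcium signal (Ex 480/Em 530) followed at 1 s/cycle for 100 cycles in TRHR-expressing cells.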
RXFP1 antagonist = qHTS Assay for Antagonists of the Relaxin Receptor RXFP1; Relaxin receptor 1 (Homo sapiens), Q9HBX9; HEK293-RXFP1, relaxin-stimulated cAMP HTRF, 30 min; hits give low values; activity change, negative = inhibition, % at 57.5 µM; 0.59% of 350,000 active;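 active = activity change of -60% or lower, but not beyond a set lower limit; inconclusive = change between -60% and -40%, or beyond the set limit; inactive = change above -40%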; note: % is set by controls: 0 for no effect and ±100 for the full control effect
D2 PAM = HTS Assay for Positive Allosteric Modulators of the Human D2 Dopamine Receptor: Primary Screen for Potentiators. HEK293 T-REx D2, calcium flux, EC20 dopamine potentiation. potentiation, % at 10 µM. 0.34% of 340,000 active. AID 485347, 2010;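 active = potentiation over 3 SD above the plate norm, cut at about 30% in these data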; note: 0% is about no effect
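Potentiation of an EC20 dopamine calcium response is measured in a force-coupled, tetracycline-inducible Hek293 Trex D2 line. Compound-only kinetic reads over 180 s flag agonists before dopamine addition.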
D1 potentiator = Potentiators of Human D1 Dopamine Receptor: qHTS; 0.036% of 360,000 active; AID 504651, 2011; D(1A) dopamine receptor (Homo sapiens), P21728; HEK293 TREx D1 cells, calcium flux, dopamine EC20 potentiation; potentiation, % at 10 µM; in the data active = potentiation above about 30%; note: 0% is about no effect
Numbers without * were called inactive; u = inconclusive; x = not tested or not shown; & = joins results of further samples. Not all compounds are listed. The share of hits here may be higher or lower than overall.

smiles | D2 ag | D1 antag | D2 antag | D1 ag | RXFP1 ag | TRHR PAM | RXFP1 antagonist | D2 PAM | D1 potentiator
O=C(NC1CCN(c2ncccn2)CC1)c1cccc(F)c1 | x | -22 | x | 3 | 3.1% | -5 | 2 | x | -2
O=S(=O)(NC1CC1)c1ccc2c3c(cccc13)CC2 | -0.7 | -24 | 5 | 2 | 0.3% | -4 | -33 | -22 | -2
O=C(CCN1C(=O)/C(=C/c2ccccc2)SC1=S)Nc1cccnc1 | -0.1 | -11 | -29 | 7 | 2.1% | 1 | -4 | -5 | -8
CC(C)c1nc(CNC(=O)CC2C(=O)NCCN2Cc2ccoc2)cs1 (stereo not given) | 0.4 | -2 | -1 | 0 | 0.4% | 2 | u | -4 | -4
CC(c1ccccc1)n1c(N2CCN(C)CC2)nc2c1c(=O)[nH]c(=O)n2C (stereo not given) | x | 0 | x | 6 | 0.4% | 1 | 8 | x | 1
Cc1cc(N)n(-c2ccc(Cl)cc2)n1 | 0.0 | x | -11 | -3 | -1.5% | 5 | -1 | 5 | -2
O=C1c2ccccc2C(=O)N1CCCc1nc(-c2ccc(Cl)cc2)no1 | 0.0 | -1 | 5 | 2 | 2.4% | 3 | x | -6 | -3
CCOC(=O)CSc1nnc(NCC(=O)OC)c(=O)[nH]1 | -0.2 | -2 | 28 | -2 | -1.7% | 9 | 4 | 0 | -2
O=[N+]([O-])c1cccc(-c2nnc3c4ccccc4c4ccccc4n23)c1 | 0.3 | 8 | 16 | -2 | 6.0% | 1 | 7 | 2 | -3
Cc1ccc(C)n1-n1c(C)nc2sc3c(c2c1=O)CCCCC3 | 2.9 | -2 | 3 | 1 | 0.3% | 5 | u | -3 | 1
Cc1nc([N+](=O)[O-])cn1CC(=O)NCCCO | x | -5 | x | 4 | 2.4% | -2 | -16 | x | 0
CC(NC(=O)c1ccc2ccccc2n1)c1ccc(S(N)(=O)=O)cc1 (stereo not given) | 0.7 | -1 | 0 | 4 | -1.6% | -7 | 8 | 5 | -5
O=c1[nH]cnc2c1c(-c1ccccc1)cn2-c1ccc(F)cc1 | -0.3 | -39* | -10 | -2 | 0.9% | -1 | -19 | 19 | -16
O=C(Nc1ccc(Cl)c(Cl)c1)c1ccncc1 | 0.9 | -19 | 8 | 6 | 0.7% | 4 | 3 | 0 | -8
OC1(c2cccs2)CN(c2ccc(Cl)cc2)C2=[N+]1CCCC2 (stereo not given) | 0.0 | 2 | -1 | 3 | -4.1% | -2 | -11 | -16 | 1
CCn1cc(C(=O)N[C@@H](CCSC)C(=O)NCCCn2ccnc2)c(=O)c2cc3c(cc21)OCO3 | 1.4 | -3 | 1 | 1 | 3.0% | -6 | -17 | 2 | -2
CSc1nnc(C)c(=O)n1COC(=O)c1ccc(S(=O)(=O)N2CCOCC2)cc1 | -0.6 | -27 | -8 | 4 | 0.7% | 4 | -4 | -4 | -3
COc1ccc(CNC(=O)CCCn2c(=S)[nH]c3cc4c(cc3c2=O)OCO4)cc1 | 0.1 | -12 | 2 | 2 | u | 22 | u | -5 | 2
CCN1CCN(S(=O)(=O)c2cc(OC)ccc2OC)CC1 | 0.3 | 2 | 3 | 1 | -1.0% | 4 | -6 | -10 | -3
CCOC(=O)N1CCN(c2c(NC3CCN(Cc4ccccc4)CC3)c(=O)c2=O)CC1 | 0.8 | 1 | 25 | 2 | -0.4% | 6 | x | -16 | x
CCc1nnc(NC(=O)c2nc(Cl)ccc2Cl)s1 | 0.8 | -10 | 0 | 3 | 1.0% | 4 | -13 | 0 | 0
Cc1cccc(-n2ncc3c2CCCC3NC(=O)CCCN2CCCCC2=O)c1C (stereo not given) | 0.4 | -10 | -1 | 0 | 2.1% | -9 | -32 | 2 | 10
CNC(=O)c1nc(C)n(-c2cc(Cl)cc(Cl)c2)n1 | -0.2 | 0 | x | 2 | 3.0% | -1 | -27 | 3 | 1
COc1cccc(-n2c(=O)c3cc(OC)c(OC)cc3n(CC(=O)Nc3cc(C)[nH]n3)c2=O)c1 | 1.1 | 3 | -4 | 1 | -0.2% | 11 | x | 12 | -3
O=[N+]([O-])c1ccc(Oc2cccnc2)nc1 | 1.0 | 0 | -6 | 1 | -2.1% | 2 | 17 | -6 | -8

A draw from above in order of number of heavy atoms, rising:
smiles | D2 ag | D1 antag | D2 antag | D1 ag | RXFP1 ag | TRHR PAM | RXFP1 antagonist | D2 PAM | D1 potentiator
Cc1cc(N)n(-c2ccc(Cl)cc2)n1 | 0.0 | x | -11 | -3 | -1.5% | 5 | -1 | 5 | -2
O=[N+]([O-])c1ccc(Oc2cccnc2)nc1 | 1.0 | 0 | -6 | 1 | -2.1% | 2 | 17 | -6 | -8
Cc1nc([N+](=O)[O-])cn1CC(=O)NCCCO | x | -5 | x | 4 | 2.4% | -2 | -16 | x | 0
CCc1nnc(NC(=O)c2nc(Cl)ccc2Cl)s1 | 0.8 | -10 | 0 | 3 | 1.0% | 4 | -13 | 0 | 0
CCOC(=O)CSc1nnc(NCC(=O)OC)c(=O)[nH]1 | -0.2 | -2 | 28 | -2 | -1.7% | 9 | 4 | 0 | -2
CCN1CCN(S(=O)(=O)c2cc(OC)ccc2OC)CC1 | 0.3 | 2 | 3 | 1 | -1.0% | 4 | -6 | -10 | -3
O=C(NC1CCN(c2ncccn2)CC1)c1cccc(F)c1 | x | -22 | x | 3 | 3.1% | -5 | 2 | x | -2
CC(NC(=O)c1ccc2ccccc2n1)c1ccc(S(N)(=O)=O)cc1 (stereo not given) | 0.7 | -1 | 0 | 4 | -1.6% | -7 | 8 | 5 | -5
O=[N+]([O-])c1cccc(-c2nnc3c4ccccc4c4ccccc4n23)c1 | 0.3 | 8 | 16 | -2 | 6.0% | 1 | 7 | 2 | -3
CSc1nnc(C)c(=O)n1COC(=O)c1ccc(S(=O)(=O)N2CCOCC2)cc1 | -0.6 | -27 | -8 | 4 | 0.7% | 4 | -4 | -4 | -3
Cc1cccc(-n2ncc3c2CCCC3NC(=O)CCCN2CCCCC2=O)c1C (stereo not given) | 0.4 | -10 | -1 | 0 | 2.1% | -9 | -32 | 2 | 10
CCOC(=O)N1CCN(c2c(NC3CCN(Cc4ccccc4)CC3)c(=O)c2=O)CC1 | 0.8 | 1 | 25 | 2 | -0.4% | 6 | x | -16 | x
CCn1cc(C(=O)N[C@@H](CCSC)C(=O)NCCCn2ccnc2)c(=O)c2cc3c(cc21)OCO3 | 1.4 | -3 | 1 | 1 | 3.0% | -6 | -17 | 2 | -2

Continued:
smiles | D2 ag | D1 antag | D2 antag | D1 ag | RXFP1 ag | TRHR PAM | RXFP1 antagonist | D2 PAM | D1 potentiator
CNc1nnc(-c2cccc(N(C)C)c2)s1 | 0.2 | 2 | -4 | 0 | 2.0% | -3 | 3 | -1 | 2
COc1cc(-c2nnc3sc(-c4cccs4)nn23)cc(OC)c1OC | 0.3 | -17 | 21 | 1 | 5.0% | 0 | -7 | 3 | -1
O=C(CNC(=O)c1ccccc1)NC1(C(=O)NC2CCCC2)CCCCC1 | -0.2 | 2 | -6 | 0 | 3.1% | -5 | -6 | -2 | 0
O=C(N/N=C/c1ccc(Cl)cc1)Nc1ccccc1 | 0.1 | 3 | 15 | 0 | 0.2% | -1 | -30 | -9 | -6
COc1cccc(CNC(=O)CCC2CCCN(C(=O)C3CCOCC3)C2)c1 (stereo not given) | 0.5 | 11 | 9 | 0 | -3.3% | 0 | 7 | 6 | 5
CN1CCN(C(=O)Nc2ccc([N+](=O)[O-])cc2)CC1 | 0.0 | 8 | -16 | 1 | 4.2% | 1 | -9 | 16 | 0
CCOC(=O)c1nc(Nc2ccccc2C)c2ccccc2n1 | 1.0&-1.2 | -6&11 | 0 | -1&-2 | 8.5%&6.4% | -4&1 | -12&4 | 1 | -1&3
Cc1cc(C)cc(CC2CC(=O)N(c3ccc4c(c3)OCCO4)C2=O)c1 (stereo not given) | -0.5 | 5 | 9 | 6 | 0.5% | -2 | 0 | 13 | 5
CCCCNc1nc(=S)[nH]c2cc(OC)c(OC)cc12 | 1.1 | 2 | -14 | -1 | 12% | 11 | 18 | 1 | -2
CCOC(=O)C1(Cc2cccc(OC)c2)CCN(Cc2cccn2-c2nccs2)CC1 | 0.8 | 14 | -27 | 0 | -2.1% | 5 | 6 | -12 | 5
CN(C)CCN=Cc1c(O)n(-c2ccc(S(=O)(=O)N3CCOCC3)cc2)c(=O)c2ccccc12 | 0.4 | -4 | 19 | 0 | -1.8% | -4 | -22 | -3 | -3
CCN(CC)CCCN1C(=O)C(=O)/C(=C(/O)c2ccc3c(c2)CC(C)O3)C1c1ccncc1 (stereo not given) | -0.4 | 1 | 10 | 0 | 1.4% | -1 | x | -28 | -8
COc1ccccc1NC(=O)c1c(C)nc2ccccc2c1C(=O)O | -0.1 | -1 | 8 | 2 | -0.1% | 1 | -5 | -26 | 1
Cc1ccc2nccc(C(=O)N3CCCC(Nc4ccc(F)cc4)C3)c2c1 (stereo not given) | -0.1 | 10 | -4 | 0 | 1.7% | -13 | -13 | 8 | -7
Cc1ccc(S(=O)(=O)N2CCN(c3ncnc4c3cnn4-c3ccccc3)CC2)cc1 | 0.0 | 18 | 0 | 2 | 4.0% | -3 | 7 | -1 | 10
COCCN(CCOC)C(=S)Nc1ccccc1Cl | 0.0 | -27 | 3 | 1 | 2.2% | -4 | -30 | 5 | -7
Cc1cnc(CN(C)C(=O)c2cc(COc3c(F)cccc3F)on2)[nH]1 | 1.1 | -10 | 1 | 0 | -0.8% | 2 | 10 | 3 | 3
Cc1nc2c(ccc3nc(NC(=O)c4ccc5c(c4)OCCO5)sc32)s1 | -1.0 | 12 | -23 | -1 | 3.1% | -3 | -4 | 12 | -5
CCO[C@@H]1OC(C(=O)O)=C[C@H](c2ccc(Br)cc2)[C@H]1CCCO | -0.3 | 17 | -19 | 0 | -0.5% | 1 | x | 3 | -3

Just D1 potentiator, D2 PAM and D1 ag (3 entries from above):
canonical_smiles	D1 potentiator	D2 PAM	D1 ag
CCCCNc1nc(=S)[nH]c2cc(OC)c(OC)cc12	-2	1	-1
CCOC(=O)C1(Cc2cccc(OC)c2)CCN(Cc2cccn2-c2nccs2)CC1	5	-12	0
CN(C)CCN=Cc1c(O)n(-c2ccc(S(=O)(=O)N3CCOCC3)cc2)c(=O)c2ccccc12	-3	-3	0
